14-3-3 Bad PPI: disrupts binding of bovine 14-3-3 zeta to phospho-Bad peptide; 220,000 tested, 0.71% active; P63103; inhibition, % at 21.7 µM; TR-FRET 14-3-3zeta/Dy647-pBad peptide displacement, 1 h;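 active = inhibition above about 70%, limit read from the data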;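 also: 0% = full 14-3-3 plus peptide FRET controls and 100% = background without 14-3-3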
Target sequence (P63103 whole entry, looked up): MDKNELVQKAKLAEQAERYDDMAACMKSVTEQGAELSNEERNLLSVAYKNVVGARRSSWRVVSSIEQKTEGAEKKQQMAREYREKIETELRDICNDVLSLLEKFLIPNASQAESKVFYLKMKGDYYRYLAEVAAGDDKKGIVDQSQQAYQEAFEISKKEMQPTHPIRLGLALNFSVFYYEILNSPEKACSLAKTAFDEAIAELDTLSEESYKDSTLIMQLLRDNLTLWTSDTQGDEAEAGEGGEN
Wee1 stabilizer: blocks degradation of human Wee1 kinase | AID 1321 | HeLa Luc-Wee1K328M stability, luciferase luminescence; 100% = proteasome inhibitor MG132 effect | 220,000 tested, 1.2% active | reporter increase, % at 5 µM | P30291;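 active = activation above the mean of all tested compounds plus 3 SD, set per screening run, cut at about 8.8% in these data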;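 also: cells exposed to compound for 20 h before luminescence read; 0% = DMSO alone and 100% = MG132 at 30 µM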
FXIa inh 1536: factor XIa (human) inhibition | purified FXIa, Boc-Glu-Ala-Arg-AMC fluorogenic substrate | AID 798 | 220,000 tested, 0.14% active | P03951 | inhibition, % at 5 µM;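 active = inhibition of at least 40%; inactive = inhibition below 40%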;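 also: fluorescence of freed AMC excited at 355 nm; 0% = enzyme without compound and 100% = no enzyme blank; many of its hits are not listed in these tables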
KLK5 inh: blocks human kallikrein 5 protease activity. Q9Y337. recombinant hK5, fluorogenic AMC substrate cleavage. inhibition, % at 5 µM. AID 873. 210,000 tested, 0.59% active;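 active = inhibition of 40% or more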;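 also: 0% = enzyme controls without compound and 100% = no-enzyme blanks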
Target sequence (Q9Y337 67-293 limits assumed): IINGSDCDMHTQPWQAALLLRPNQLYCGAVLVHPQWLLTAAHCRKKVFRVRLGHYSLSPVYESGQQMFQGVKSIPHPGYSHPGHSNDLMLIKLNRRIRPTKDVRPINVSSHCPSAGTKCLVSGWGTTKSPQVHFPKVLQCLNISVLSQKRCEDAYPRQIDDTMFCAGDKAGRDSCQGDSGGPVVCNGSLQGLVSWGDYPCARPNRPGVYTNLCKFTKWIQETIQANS
Runt-SMMHC FRET: inhibitors of human RUNX1 Runt domain binding to CBFb-SMMHC; Cerulean-Runt/Venus-CBFb-SMMHC FRET ratio 530/480, 1 h; AID 1434; inhibition, % at 20 µM; 220,000 tested, 0.74% active; Q01196+Q13951;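 active = mean inhibition across duplicate retests at 20 µM reaching about 50%, limit read from the data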;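 also: 0% = DMSO wells and 100% = wells with excess untagged CBFb-SMMHC; inhibitors lower the FRET ratio by blocking Runt binding to CBFb-SMMHC; some results filed as inactive read as strong as hits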
Runt-CBFb FRET: Runt domain-CBFb interaction inhibition; Q01196+Q13951; Cerulean-Runt/Venus-CBFb FRET ratio 530/480, 1 h; inhibition, % at 20 µM; AID 1496; 220,000 tested, 0.46% active;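 active = inhibition over about 50% at 20 µM in the single-dose screen, limit read from the data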;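 also: 0% = DMSO wells and 100% = excess unlabeled CBFb competitor control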
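Assay system: Cerulean-Runt domain / Medium: Tris 50 mM pH 7.5, KCl, K2SO4, 0.01% BSA / Timing: protein complex preformed 1 h, compound exposure 1 h, room temperature, dark / Measured by: FRET, excitation 422 nm, emission at 530 and 480 nm / Evaluation: loss of energy transfer signal / Control set: 5 µM unlabeled CBFb as full-inhibition high control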
Hck Nef HTS: inhibitors of human Hck kinase activated by Nef. inhibition, % at 20 µM. Recombinant Hck-YEEI plus Nef, Z-Lyte FRET kinase assay. 220,000 tested, 0.68% active;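 active = Hck-Nef kinase inhibition above about 50%, limit read from the data; inactive = inhibition below that limit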;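 also: 0% = DMSO with Hck plus Nef and 100% = Hck alone without Nef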
FXIIa inh: factor XIIa (human) inhibition. P00748. purified FXIIa, Boc-QGR-AMC fluorogenic substrate, 2 h. inhibition, % at 5 µM. 220,000 tested, 0.3% active. AID 800; in the data active = inhibition above about 40%;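 also: 0% = enzyme with no compound and 100% = blank without enzyme; many of its hits are not listed in these tables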
Target sequence (P00748 20-372 limits assumed): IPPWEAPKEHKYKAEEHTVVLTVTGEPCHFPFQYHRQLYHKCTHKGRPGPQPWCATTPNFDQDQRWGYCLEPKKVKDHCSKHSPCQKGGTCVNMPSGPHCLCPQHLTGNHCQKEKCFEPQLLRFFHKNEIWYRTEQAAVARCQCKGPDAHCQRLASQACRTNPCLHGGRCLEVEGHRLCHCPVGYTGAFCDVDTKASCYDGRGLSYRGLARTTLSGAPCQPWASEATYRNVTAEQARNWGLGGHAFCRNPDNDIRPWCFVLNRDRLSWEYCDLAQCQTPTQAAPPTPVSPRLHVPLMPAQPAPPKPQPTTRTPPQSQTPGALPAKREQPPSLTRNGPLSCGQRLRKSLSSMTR
Target sequence (P00748 373-615 limits assumed): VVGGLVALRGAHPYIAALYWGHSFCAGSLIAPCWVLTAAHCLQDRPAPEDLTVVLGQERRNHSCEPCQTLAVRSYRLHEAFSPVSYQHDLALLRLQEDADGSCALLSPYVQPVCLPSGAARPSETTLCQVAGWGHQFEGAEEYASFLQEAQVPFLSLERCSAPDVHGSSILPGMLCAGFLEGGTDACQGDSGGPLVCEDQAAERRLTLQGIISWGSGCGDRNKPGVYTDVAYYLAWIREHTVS
thrombin 1536: blocks human thrombin protease activity; P00734; alpha-thrombin, Boc-VPR-AMC fluorogenic substrate cleavage; inhibition, % at 5 µM; 220,000 tested, 0.26% active;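 active = inhibition at or above 40%; inactive = inhibition below 40%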;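 also: 0% = enzyme with no compound and 100% = wells without enzyme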
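Material: human alpha-thrombin protein. Incubation: reaction at ambient temperature. Technique: fluorescence of released AMC, ex 355 nm, em 460 nm. Control set: no-compound enzyme wells and no-enzyme blanks. Also added: Boc-VPR-AMC substrate, 15 µM final. Buffer or medium: pH 7.5 Tris (50 mM) with NaCl 150 mM, Tween 20 0.05%.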
* marks the source's active call; other numbers are inactive results; [ ] = dose if it differs, or a comment.

O=C(O)CCCCCNc1ccc2nsnc2c1[N+](=O)[O-] was read as 14-3-3 Bad PPI 9, Wee1 stabilizer -2, FXIa inh 1536 10, KLK5 inh 1, Runt-SMMHC FRET -7, Runt-CBFb FRET 1, Hck Nef HTS 2, FXIIa inh 9 and thrombin 1536 6.
CNc1nc(C)c(C(=O)c2ccc(Cl)cc2)s1 was read as 14-3-3 Bad PPI 9, Wee1 stabilizer -2, FXIa inh 1536 7, KLK5 inh -4, Runt-SMMHC FRET -2, Runt-CBFb FRET 1, Hck Nef HTS 1, FXIIa inh 15 and thrombin 1536 5.
`COc1cc(NC(=O)c2cccc(Cl)c2)ccc1NC(=O)c1cccs1` gave 14-3-3 Bad PPI -1, Wee1 stabilizer 2, FXIa inh 1536 4, KLK5 inh 1, Runt-SMMHC FRET 3, Runt-CBFb FRET -2, Hck Nef HTS 21 and FXIIa inh 9.
For CCOC(=O)COc1ccc2c(c1)C(=O)CC(C)(c1cccnc1)O2 (stereo not drawn) the results were Wee1 stabilizer 2, FXIa inh 1536 -30, KLK5 inh -107, Runt-SMMHC FRET -3, Runt-CBFb FRET 0, Hck Nef HTS 0, FXIIa inh -36 and thrombin 1536 -8.
For O=c1c2c(nc3cc(-c4cccc(F)c4)[nH]n13)CCC2 the results were 14-3-3 Bad PPI -13, Wee1 stabilizer 4, FXIa inh 1536 3, KLK5 inh 11, Runt-SMMHC FRET 3, Runt-CBFb FRET 5, Hck Nef HTS 19, FXIIa inh 7 and thrombin 1536 1.
`Cc1ccc(NC(=O)c2cccs2)cc1[N+](=O)[O-]` gave 14-3-3 Bad PPI -7, Wee1 stabilizer -2, FXIa inh 1536 -1, KLK5 inh 4, Runt-SMMHC FRET -3, Runt-CBFb FRET -1, Hck Nef HTS 18, FXIIa inh 11 and thrombin 1536 -8.
For Cc1sc(NC(=O)c2ccccc2)c(C(c2ccccn2)N2CCN(CCO)CC2)c1C (stereo not drawn) the results were 14-3-3 Bad PPI -7[fluorescence artefact?], Wee1 stabilizer 1, FXIa inh 1536 1, KLK5 inh -6, Runt-SMMHC FRET -2, Runt-CBFb FRET 5, Hck Nef HTS 2, FXIIa inh 15 and thrombin 1536 -5.
`COC(=O)c1sccc1NC(=O)CSCC(=O)O` gave 14-3-3 Bad PPI 24, Wee1 stabilizer -4, FXIa inh 1536 -3, KLK5 inh 1, Runt-SMMHC FRET 1, Runt-CBFb FRET 1, Hck Nef HTS 6, FXIIa inh 11 and thrombin 1536 -18.
For Cc1cccc(NC(=O)C2CCN(S(=O)(=O)c3cccc4cccnc34)CC2)n1 the results were 14-3-3 Bad PPI 2, Wee1 stabilizer -1, FXIa inh 1536 6, KLK5 inh -8, Runt-SMMHC FRET 1, Runt-CBFb FRET 0, Hck Nef HTS 23, FXIIa inh 17 and thrombin 1536 1.
Screening CCc1cccc(C)c1NC(=O)COC(=O)c1ccc2c(c1)S(=O)(=O)c1ccccc1C2=O returned 14-3-3 Bad PPI 7, Wee1 stabilizer -3, FXIa inh 1536 33, KLK5 inh -7, Runt-SMMHC FRET 0, Runt-CBFb FRET -3, Hck Nef HTS -15, FXIIa inh 31 and thrombin 1536 -4.
CC(C)NC(=O)c1onc(CSc2cccc(F)c2)c1C(=O)O was read as 14-3-3 Bad PPI 9, Wee1 stabilizer -2, FXIa inh 1536 4, KLK5 inh -22, Runt-SMMHC FRET -8, Runt-CBFb FRET 0, Hck Nef HTS 0, FXIIa inh 10 and thrombin 1536 -5.
Screening COc1ccc(CN(C)c2ncnc(N)n2)cc1 returned 14-3-3 Bad PPI 4, Wee1 stabilizer 0, FXIa inh 1536 9, KLK5 inh -8, Runt-SMMHC FRET 0, Runt-CBFb FRET 0, Hck Nef HTS -1, FXIIa inh 19 and thrombin 1536 1.
`CC(C)(C)NC(=O)c1cc(-c2ccccc2)n[nH]1` gave 14-3-3 Bad PPI 5, Wee1 stabilizer -4, FXIa inh 1536 -5, KLK5 inh -2, Runt-SMMHC FRET -1, Runt-CBFb FRET -1, Hck Nef HTS 24, FXIIa inh 5 and thrombin 1536 -10.
`O=C(NCc1ccc(F)cc1)c1ccc[nH]1` gave 14-3-3 Bad PPI -9, Wee1 stabilizer 3, FXIa inh 1536 -5, KLK5 inh -11, Runt-SMMHC FRET 3, Runt-CBFb FRET 0, Hck Nef HTS -6, FXIIa inh 17 and thrombin 1536 0.
O=C(C1CCN(C2CCN(C/C(Cl)=C/c3ccccc3)CC2)CC1)N1CCOCC1 was read as 14-3-3 Bad PPI -8, Wee1 stabilizer -1, FXIa inh 1536 3, KLK5 inh 7, Runt-SMMHC FRET 3, Runt-CBFb FRET 2, Hck Nef HTS 24, FXIIa inh 9 and thrombin 1536 0.

Fetched one by one from the list above:
`CC(C)(C)NC(=O)c1cc(-c2ccccc2)n[nH]1` gave 14-3-3 Bad PPI 5, Wee1 stabilizer -4, FXIa inh 1536 -5, KLK5 inh -2, Runt-SMMHC FRET -1, Runt-CBFb FRET -1, Hck Nef HTS 24, FXIIa inh 5 and thrombin 1536 -10.
For Cc1sc(NC(=O)c2ccccc2)c(C(c2ccccn2)N2CCN(CCO)CC2)c1C (stereo not drawn) the results were 14-3-3 Bad PPI -7[fluorescence artefact?], Wee1 stabilizer 1, FXIa inh 1536 1, KLK5 inh -6, Runt-SMMHC FRET -2, Runt-CBFb FRET 5, Hck Nef HTS 2, FXIIa inh 15 and thrombin 1536 -5.

(continued)
Cc1cc(C)nc(-n2ncc3c2CC(c2ccccc2C)CC3=O)n1 (stereo not drawn) was read as 14-3-3 Bad PPI 8, Wee1 stabilizer -3, FXIa inh 1536 -1, KLK5 inh -10, Runt-SMMHC FRET 3, Runt-CBFb FRET -1, Hck Nef HTS 2, FXIIa inh -1 and thrombin 1536 -8.
CCc1ccc(OCCNC(=O)c2ccc(S(=O)(=O)N(C)C)cc2)cc1 was read as 14-3-3 Bad PPI 10, Wee1 stabilizer 9.9*, FXIa inh 1536 -17, KLK5 inh 4, Runt-SMMHC FRET -3, Runt-CBFb FRET -2, Hck Nef HTS 0, FXIIa inh 8 and thrombin 1536 3.
Screening COC(=O)C(C)NC(=O)C1CCCN1S(=O)(=O)c1cc(C)c(Cl)cc1C (stereo not drawn) returned 14-3-3 Bad PPI 3, Wee1 stabilizer -4, FXIa inh 1536 6, KLK5 inh 49*, Runt-SMMHC FRET 2, Runt-CBFb FRET -3, Hck Nef HTS -1, FXIIa inh 48* and thrombin 1536 17.
`COc1cc(/C=C(\C#N)c2nc3c(s2)CCCC3)ccc1O` gave 14-3-3 Bad PPI 37[fluorescence artefact?], Wee1 stabilizer 2, FXIa inh 1536 5, KLK5 inh 10, Runt-SMMHC FRET -261, Runt-CBFb FRET -78, Hck Nef HTS -2, FXIIa inh 18 and thrombin 1536 3.
Screening CCCC1CCC(C2=N/C(=C\c3ccc(OC)c(OC)c3)C(=O)O2)CC1 (stereo not drawn) returned 14-3-3 Bad PPI -19[fluorescence artefact?], Wee1 stabilizer -1, FXIa inh 1536 6, KLK5 inh -13, Runt-SMMHC FRET -6, Runt-CBFb FRET 0, Hck Nef HTS 0, FXIIa inh 16 and thrombin 1536 -2.
`CCOC(=O)c1c(NC(=O)COc2ncnc3ccccc23)sc(C)c1CC` gave 14-3-3 Bad PPI -7[fluorescence artefact?], Wee1 stabilizer -3, FXIa inh 1536 3, KLK5 inh 69*, Runt-SMMHC FRET -4, Runt-CBFb FRET -6, Hck Nef HTS -1, FXIIa inh 24 and thrombin 1536 34.
CCCCC1=CC2=CC(=O)C(C)(OC(=O)CC)C(=O)C2=CN1CCN1CCOCC1 (stereo not drawn) was read as 14-3-3 Bad PPI -6, FXIa inh 1536 1, KLK5 inh 3, Runt-SMMHC FRET 18, Runt-CBFb FRET 13, Hck Nef HTS 25, FXIIa inh 12 and thrombin 1536 4.
`COc1ccc(C(=O)c2ccc(OC)c3cccc(O)c23)cc1OC` gave 14-3-3 Bad PPI 12, Wee1 stabilizer -1, FXIa inh 1536 11, KLK5 inh -21, Runt-SMMHC FRET 0, Runt-CBFb FRET 12, Hck Nef HTS 0, FXIIa inh 11 and thrombin 1536 3.
`COc1ccc(CC(=O)NCCN2CCCC2)cc1` gave 14-3-3 Bad PPI 29, Wee1 stabilizer 0, FXIa inh 1536 1, KLK5 inh -13, Runt-SMMHC FRET -3, Runt-CBFb FRET -2, Hck Nef HTS 0, FXIIa inh 11 and thrombin 1536 4.
CCOC(=O)c1cc(C#N)c(SCc2ccc(C#N)cc2)nc1C was read as 14-3-3 Bad PPI -8, Wee1 stabilizer 1, FXIa inh 1536 -8, KLK5 inh 3, Hck Nef HTS 3, FXIIa inh -8 and thrombin 1536 -2.
For CCOC(=O)CNS(=O)(=O)c1cc(-c2nn(C)c(=O)c3ccccc23)ccc1C the results were 14-3-3 Bad PPI 1, Wee1 stabilizer 0, FXIa inh 1536 -9, KLK5 inh -23, Runt-SMMHC FRET 1, Runt-CBFb FRET -1, Hck Nef HTS 5, FXIIa inh 10 and thrombin 1536 -6.
`CCCCCCC(=O)N=Nc1c(O)[nH]c2ccc([N+](=O)[O-])cc12` gave 14-3-3 Bad PPI 4, Wee1 stabilizer 2, FXIa inh 1536 1, KLK5 inh -10, Runt-SMMHC FRET -30, Runt-CBFb FRET -3, Hck Nef HTS -2, FXIIa inh 2 and thrombin 1536 -12.
`O=C(/C=C/c1ccc([N+](=O)[O-])cc1)NNC(=O)C1CC1` gave 14-3-3 Bad PPI 0, Wee1 stabilizer 4, FXIa inh 1536 4, KLK5 inh -2, Runt-SMMHC FRET 1, Runt-CBFb FRET 2, Hck Nef HTS -10, FXIIa inh 11 and thrombin 1536 -13.
COc1ccc(N2CCN(Cc3cc(=O)oc4ccc5ccccc5c34)CC2)cc1 was read as 14-3-3 Bad PPI -17, Wee1 stabilizer -2, FXIa inh 1536 -1, KLK5 inh -3, Runt-SMMHC FRET 0, Runt-CBFb FRET 0, Hck Nef HTS 3, FXIIa inh 15 and thrombin 1536 -2.
Screening CCOC(=O)c1ccc(NC(=O)C2CC(=O)Nc3nc4ccccc4n32)cc1 (stereo not drawn) returned 14-3-3 Bad PPI 13, Wee1 stabilizer 0, FXIa inh 1536 -3, KLK5 inh -4, Runt-SMMHC FRET 1, Runt-CBFb FRET 0, Hck Nef HTS 23, FXIIa inh -3 and thrombin 1536 -12.
Cc1cc(C(=O)CSc2nnnn2C)c(C)n1Cc1ccco1 was read as 14-3-3 Bad PPI -4, Wee1 stabilizer 1, FXIa inh 1536 1, KLK5 inh 0, Runt-SMMHC FRET 0, Runt-CBFb FRET 0, Hck Nef HTS 18, FXIIa inh -1 and thrombin 1536 -7.
For O=C(N/N=C/c1cccnc1)c1cccs1 the results were 14-3-3 Bad PPI -1, Wee1 stabilizer -2, FXIa inh 1536 -2, KLK5 inh -1, Runt-SMMHC FRET 3, Runt-CBFb FRET 0, Hck Nef HTS 11, FXIIa inh 4 and thrombin 1536 -4.
CCN(CC)Cc1c(C(=O)OC(C)C)nnn1-c1nonc1N was read as 14-3-3 Bad PPI -3[fluorescence artefact?], Wee1 stabilizer 1, FXIa inh 1536 -2, KLK5 inh 0, Runt-SMMHC FRET -2, Runt-CBFb FRET 0, Hck Nef HTS -1, FXIIa inh 9 and thrombin 1536 3.

Compound activity (PubChem)
